Bioassay records from PubChem.
WRN helicase inh – blocks human WRN helicase | Q14191 | WRN helicase unwinding, fluorescent forked duplex, kinetic | Potency, µM (doses to about 114 µM), without a hit: at the highest dose activity change, negative = inhibition, most hits filed as inhibitors | hit rate 0.46% among 360,000; also: potency is read from the fitted curve at half-maximal effect; % is scaled to controls: 0 for no effect and ±100 for the full control effect; nearly all actives have a fitted effect of over 55% in size
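Screening of the MLSMR collection measured strand separation of a quenched forked DNA duplex (100 nM) by 20 nM WRN with 2 mM ATP, all final. Compounds were preincubated with enzyme 15 min at room temperature.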
DRD3 antagonist – D3 dopamine receptor (human) antagonism | D3R cells, DiscoveRx beta-arrestin luminescence, antagonist mode; hits give low values | hit rate 2.5% among 360,000 | P35462 | max response, negative = inhibition, %; in the data active = max response below about -50%; inconclusive = no clear call, values can overlap the other calls; also: % is scaled to controls: 0 for no effect and ±100 for the full control effect; mostly tested at two doses, the higher about 12 µM
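Cells expressing the human receptor were seeded at 1500 cells/well, incubated overnight at 37 degrees C in 5% CO2, then exposed to library compounds with dopamine controls for 90 minutes at 37 degrees C before luminescent detection.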
IL2 activator – IL-2 activation. activation, % (series mostly up to about 46 µM). IL-2 activation reporter assay, cell-based qHTS; stimulated with anti-CD3/CD4/CD28 beads; in transgenic mouse T cells. AID 652025. hit rate 0.065% among 360,000; in the data active = activation above about 50%; inconclusive = mostly about 30% to 49%; also: 0% is about no effect
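Screening format: compound pinned onto unstimulated transgenic mouse T cells, 60 min incubation, then anti-CD3/anti-CD4/anti-CD28 bead stimulation for 18 hours at 37 degrees C, followed by EGFP and DsRed detection.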
DRD3 agonist – D3 dopamine receptor (human) agonism | P35462 | max activation, % | hit rate 0.58% among 410,000 | D3R DiscoveRx beta-arrestin cells, luminescence, 90 min; in the data active = max activation above about 30%; also: 0% is about no effect; mostly tested at two doses, the higher about 12 µM
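Cells at 1500/well, incubated overnight, then treated with pinned compounds (dopamine as control) for 90 min at 37 degrees C. DiscoveRx reagent added for 30 - 60 minutes at room temperature; luminescence read.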
GLP1R inv ag – GLP-1 receptor (human) inverse agonism; P43220; HEK293 GLP-1R CRE-luciferase, luminescence, 24 h; GLP-1R form is constitutively active; Potency, µM (titrated, usually from 38.3 µM), inactives show at the highest dose activity change, negative = inhibition, actives largely listed as inhibitors; hit rate 1.6% among 410,000; AID 624417; also: potency is read from the fitted curve at half-maximal effect; % is scaled to controls: 0 for no effect and ±100 for the full control effect; nearly all actives have a fitted effect of over 55% in size
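qHTS in 1536-well format: reporter HEK293 cells expressing constitutive GLP-1R activity in DMEM + 10% Nu serum, 24 hr with compounds at 37 deg C, luminescence read after 12 min with detection reagent.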
PI5P4K alpha inh – inhibitors of human PI5P4K alpha; P48426; PI5P4Kalpha enzyme, ADP-Glo luminescence, 60 min; hits give low values; max response, %; hit rate 1.2% among 330,000; active = max response of -50% or lower; inconclusive = between -30% and -50%; inactive = -30% or higher; also: value at the top dose of about 77 µM; % is scaled to controls: 0 for no effect and ±100 for the full control effect
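Reactions run in 0.038 M HEPES pH 7.4, 0.28 mM EGTA, 0.1% CHAPS and 5% DMSO, with PI5P4Kalpha, substrate, compound and 5 microM ATP final, one hour at room temperature. Readout is ADP-Glo luminescence.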
GLP1R cytotox – cytotoxicity counter-screen for GLP-1 receptor inverse agonists. hit rate 0.13% among 410,000. Potency, µM (top dose mostly 38.3 µM), for inactives: top-dose activity change, negative = inhibition, hits mostly inhibitors. HEK293 cAMP-luciferase reporter cells, luminescence, 24 h;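 also: loss of luciferase light is scored as toxicity; potency is read from the fitted curve at half-maximal effect; % is scaled to controls: 0 for no effect and ±100 for the full control effect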
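MLSMR compounds, 24 hr on cells at 37 deg C/5% CO2; luminescence after luciferase reagent (12 min RT). Inhibition counted as the undesired cytotoxic outcome.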
GLP1R ag – agonists of human GLP-1 receptor; Potency, µM (titrated, usually from 45.6 µM), inactives show top-dose activation, hits mostly activators; AID 624172; HEK293 GLP-1R CRE-luciferase, luminescence, 4-6 h; cells express a hypersensitive GLP-1R form; hit rate 0.007% among 380,000; also: potency is read from the fitted curve at half-maximal effect; % of control where 0% means no effect
PLK1 PBD inh – blocks phosphopeptide binding to human PLK1 polo-box domain | Plk1 PBD binding of FITC phosphopeptide, fluorescence polarization | AID 720504 | P53350 | Potency, µM, for the others: max response, negative = inhibition, usual class: inhibitors | hit rate 2.8% among 360,000; also: potency is read from the fitted curve at half-maximal effect; series mostly up to about 57 µM; % is scaled to controls: 0 for no effect and ±100 for the full control effect; nearly all actives have a fitted effect of over 65% in size
Starred values were filed as active, the others as inactive; & = joins results of further samples; [ ] = remark or other dose. Unless noted, calls follow the shape of the dose curve; as a rule, active = well fitted curve in the direction sought with a large enough effect; inconclusive = small, poorly fitted or top-dose-only effect, or another doubt; inactive = no such curve, though single readings can be large; an effect the other way counts as inactive or inconclusive. Rows were taken by chance, and some 7.8% of all compounds hit somewhere here.

For Cc1nc2ccc(C(=O)NCCCn3ccnc3)cn2c1N(C)C(=O)CCc1ccccc1 the results were WRN helicase inh -2%, DRD3 antagonist 7, IL2 activator -0.4, DRD3 agonist 6, GLP1R inv ag 5%, PI5P4K alpha inh 0, GLP1R cytotox -4%, GLP1R ag 3% and PLK1 PBD inh -1%.
CC(=O)c1ccc(NC(=S)NCCCN2CCOCC2)cc1 was read as WRN helicase inh 1%, DRD3 antagonist -5, IL2 activator -0.2, DRD3 agonist -7, GLP1R inv ag 18%, PI5P4K alpha inh -4, GLP1R cytotox 1%, GLP1R ag 3% and PLK1 PBD inh 3%.
CCc1cc2c(SCC(=O)N(CC)c3c(N)n(Cc4ccccc4)c(=O)[nH]c3=O)ncnc2s1 was read as WRN helicase inh -9%, DRD3 antagonist 6, IL2 activator 0.0, DRD3 agonist -3, GLP1R inv ag 0%, PI5P4K alpha inh 3, GLP1R cytotox -17%, GLP1R ag 1% and PLK1 PBD inh 6%.
For COC(=O)c1c(N)sc2c1CCN(c1ncc(C(F)(F)F)cc1Cl)C2 the results were WRN helicase inh -10%, DRD3 antagonist 31, IL2 activator -0.2, DRD3 agonist 3, GLP1R inv ag inconclusive, PI5P4K alpha inh -3, GLP1R cytotox 0%, GLP1R ag 21% and PLK1 PBD inh -4%.
`CSc1ccccc1NC(=S)Nc1ccccc1C(F)(F)F` gave WRN helicase inh -9%, DRD3 antagonist -24, IL2 activator 1.0, DRD3 agonist -4, GLP1R inv ag 11%, PI5P4K alpha inh 0, GLP1R cytotox -2%, GLP1R ag -1% and PLK1 PBD inh -9%.
Screening CC1=NC(Nc2nc(C)c3ccccc3n2)=NC(C)(C)C1 returned WRN helicase inh 43%[activator][57.1 µM], DRD3 antagonist inconclusive, IL2 activator -0.9, DRD3 agonist -1, GLP1R inv ag 0%, PI5P4K alpha inh -10, GLP1R cytotox -10%, GLP1R ag -16% and PLK1 PBD inh -6%.
For CC12CCC(=O)N1C(C(=O)NNC(=O)c1ccccc1F)CS2 (configuration not stated) the results were WRN helicase inh -2%, DRD3 antagonist -20, IL2 activator 0.6, DRD3 agonist -11, GLP1R inv ag 10%, PI5P4K alpha inh 4, GLP1R cytotox -1%, GLP1R ag -1% and PLK1 PBD inh 1%.
For CC(C)OC(=O)CCCCCN1C(=O)CSC1=S the results were WRN helicase inh -11%, DRD3 antagonist -22, IL2 activator -0.8, DRD3 agonist -1, GLP1R inv ag inconclusive, PI5P4K alpha inh -7, GLP1R cytotox -17%, GLP1R ag 6% and PLK1 PBD inh 1%.
O=C(NCc1cccs1)C1CCCN(S(=O)(=O)c2ccc3c(c2)OCO3)C1 (configuration not stated) was read as WRN helicase inh 0%, DRD3 antagonist -7, IL2 activator -4.3, DRD3 agonist 1, GLP1R inv ag inconclusive, PI5P4K alpha inh 1, GLP1R cytotox -27%, GLP1R ag 4% and PLK1 PBD inh -3%.
Screening CC(C)(C)OC(=O)N[C@@H](Cc1ccccc1)c1nnc(SCC(N)=O)o1 returned WRN helicase inh -8%, DRD3 antagonist 5, IL2 activator 2.4, DRD3 agonist -4, GLP1R inv ag 17%, PI5P4K alpha inh -2, GLP1R cytotox 0%, GLP1R ag -4% and PLK1 PBD inh -9%.

Of the compounds above, 3 contain a halogen:
For COC(=O)c1c(N)sc2c1CCN(c1ncc(C(F)(F)F)cc1Cl)C2 the results were WRN helicase inh -10%, DRD3 antagonist 31, IL2 activator -0.2, DRD3 agonist 3, GLP1R inv ag inconclusive, PI5P4K alpha inh -3, GLP1R cytotox 0%, GLP1R ag 21% and PLK1 PBD inh -4%.
`CSc1ccccc1NC(=S)Nc1ccccc1C(F)(F)F` gave WRN helicase inh -9%, DRD3 antagonist -24, IL2 activator 1.0, DRD3 agonist -4, GLP1R inv ag 11%, PI5P4K alpha inh 0, GLP1R cytotox -2%, GLP1R ag -1% and PLK1 PBD inh -9%.
For CC12CCC(=O)N1C(C(=O)NNC(=O)c1ccccc1F)CS2 (configuration not stated) the results were WRN helicase inh -2%, DRD3 antagonist -20, IL2 activator 0.6, DRD3 agonist -11, GLP1R inv ag 10%, PI5P4K alpha inh 4, GLP1R cytotox -1%, GLP1R ag -1% and PLK1 PBD inh 1%.

Going on with the list.
For CCOc1ccc(-n2c(SCC(=O)Nc3ccc4c(c3)OCCO4)nc3c([nH]c4ccccc43)c2=O)cc1 the results were DRD3 agonist -10, GLP1R inv ag -3%, GLP1R cytotox -12% and GLP1R ag -2%.
N#CC1=C(N)Oc2cc(O)c(C=Nc3ccccc3)cc2C1c1ccccc1 (configuration not stated) was read as WRN helicase inh -19%, DRD3 antagonist 55, IL2 activator -0.7, DRD3 agonist 11, GLP1R inv ag inconclusive, PI5P4K alpha inh -26, GLP1R cytotox -10%, GLP1R ag -6% and PLK1 PBD inh 6%.
COc1ccc2cc3cc(C(=O)NCC4COc5ccccc5O4)oc3nc2c1 (configuration not stated) was read as WRN helicase inh 4%[57.1 µM], DRD3 antagonist 2, IL2 activator -1.5, DRD3 agonist 1, GLP1R inv ag -23%, PI5P4K alpha inh 3, GLP1R cytotox -7%, GLP1R ag -3% and PLK1 PBD inh -13%.
CSc1cccc(NC(=O)c2cnccn2)c1 was read as WRN helicase inh -18%[57.1 µM], DRD3 antagonist -22, IL2 activator -1.3, DRD3 agonist 1, GLP1R inv ag 7%, PI5P4K alpha inh -8, GLP1R cytotox -8%, GLP1R ag 10% and PLK1 PBD inh 0%.
Screening CC(=O)Nc1ccc(S(=O)(=O)Nc2nc3cc4c(cc3nc2Cl)OCCO4)cc1 returned WRN helicase inh -30%, DRD3 antagonist 3, IL2 activator 0.2, DRD3 agonist 7, GLP1R inv ag 12%, PI5P4K alpha inh -12, GLP1R cytotox -1%, GLP1R ag 4% and PLK1 PBD inh -17%.
Nc1nnn(CC(=O)N/N=C/c2ccc(O)cc2)n1 was read as WRN helicase inh 1%, DRD3 antagonist -6, IL2 activator 0.8, DRD3 agonist 1, GLP1R inv ag 9%, PI5P4K alpha inh 3, GLP1R cytotox -1%, GLP1R ag 6% and PLK1 PBD inh -3%.
`Cc1ccc(C(=O)N2N=C3c4ccccc4S(=O)(=O)N3[C@H]2N(C)C)cc1` gave WRN helicase inh 8%, DRD3 antagonist -1, IL2 activator 0.0, DRD3 agonist -2, GLP1R inv ag 8%, PI5P4K alpha inh -4, GLP1R cytotox -18%, GLP1R ag 11% and PLK1 PBD inh -14%.
`COc1cccc(C(=O)O/N=C(\N)c2ccncc2)c1` gave WRN helicase inh 8%, DRD3 antagonist -6, IL2 activator -1.8, DRD3 agonist 4, GLP1R inv ag 3%, GLP1R cytotox -11%, GLP1R ag -13% and PLK1 PBD inh -2%.
O=S(=O)(NCCOc1ccc(F)cc1)c1ccc2c(c1)OCCO2 was read as WRN helicase inh 2%, DRD3 antagonist -12, IL2 activator 0.4, DRD3 agonist -2, GLP1R inv ag -4%, GLP1R cytotox -11%, GLP1R ag 10% and PLK1 PBD inh -5%.
For COC(=O)C1=C(C)C(c2cccs2)NC(=O)N1C (configuration not stated) the results were WRN helicase inh 4%, DRD3 antagonist 15, IL2 activator -1.1, DRD3 agonist 16, GLP1R inv ag -6%, GLP1R cytotox -10%, GLP1R ag -18% and PLK1 PBD inh -3%.
O=C(NNC(=O)C1CC1)c1cc(Br)c(Br)s1 was read as WRN helicase inh -2%, DRD3 antagonist 4, IL2 activator 0.5, DRD3 agonist 2, GLP1R inv ag 16%, PI5P4K alpha inh -1, GLP1R cytotox -2%, GLP1R ag -2% and PLK1 PBD inh 1%.
Screening Cc1ccc2nc(NC(=O)c3ccc(OCC4CCCO4)cc3)sc2c1 (configuration not stated) returned WRN helicase inh -8%, DRD3 antagonist 65, IL2 activator -1.1, DRD3 agonist 49*, GLP1R inv ag inconclusive, PI5P4K alpha inh 2, GLP1R cytotox inconclusive, GLP1R ag 2% and PLK1 PBD inh 4%.
Screening C[C@@H](NC(=O)C1(c2ccccc2)CCN(C(=O)OC(C)(C)C)CC1)C(=O)N[C@@H](Cc1ccccc1)C(=O)O returned WRN helicase inh 8%, DRD3 antagonist -24, IL2 activator 1.0, DRD3 agonist 13, GLP1R inv ag 4%, PI5P4K alpha inh -7, GLP1R cytotox 2%, GLP1R ag -3% and PLK1 PBD inh -1%.
`COC(=O)c1ccc(Cn2nnc3c(=O)[nH]c(C4CCCN(S(=O)(=O)c5ccccc5Cl)C4)nc32)cc1` (configuration not stated) gave WRN helicase inh -2%, DRD3 antagonist 24, IL2 activator 2.3, DRD3 agonist 2&-1, GLP1R inv ag 17%&19%, PI5P4K alpha inh 0, GLP1R cytotox -1%&-2%, GLP1R ag -3% and PLK1 PBD inh -3%.
`O=S(=O)(Nc1ncccn1)c1ccc(NC(=S)N2CCN(Cc3ccc(F)cc3Cl)CC2)cc1` gave WRN helicase inh -8%, DRD3 antagonist 21, IL2 activator -0.1, DRD3 agonist 1, GLP1R inv ag -26%, PI5P4K alpha inh 2, GLP1R cytotox 0%, GLP1R ag -12% and PLK1 PBD inh -7%.
`COC(=O)c1ccccc1NC(=O)c1noc2c1CCC2` gave WRN helicase inh inconclusive, DRD3 antagonist 21, IL2 activator 4.3, DRD3 agonist 14, GLP1R inv ag 1%, GLP1R cytotox 9%, GLP1R ag -8% and PLK1 PBD inh inconclusive.
For CC1CCN(Cc2ccc(NC(=O)CC3Oc4ccccc4NC3=O)cc2)CC1 (configuration not stated) the results were WRN helicase inh -6%, DRD3 antagonist -12, IL2 activator 0.7, DRD3 agonist -14, GLP1R inv ag 0%, PI5P4K alpha inh -2, GLP1R cytotox inconclusive, GLP1R ag 5% and PLK1 PBD inh -28%.
Screening Cn1c(CCN2CCOCC2)nc2cc(NS(=O)(=O)c3ccccc3)ccc21 returned WRN helicase inh 1%, DRD3 antagonist -19, IL2 activator -0.8, DRD3 agonist 4, GLP1R inv ag 18%, PI5P4K alpha inh 6, GLP1R cytotox -10%, GLP1R ag 9% and PLK1 PBD inh -14%.
